Shn3 inh set2: Schnurri-3 reporter inhibition in Clone20 osteoblasts; AID 588674; inhibition, % at 12.5 µM; 360,000 compounds, 0.52% hits; Clone20 osteoblast Shn3 3'UTR firefly luciferase, 24 h;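 active means mean inhibition of at least 75% with every replicate also reaching 75%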;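 further: 0% = median of neutral control wells and 100% = pilot-screen positive control compound; some compounds past the cut are filed as inactive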
TWEAK-Fn14 inh: inhibitors of TWEAK-Fn14 interaction signaling. TWEAK-stimulated Fn14 reporter cells, luciferase luminescence, 8 h. inhibition, % at 10 µM. 360,000 compounds, 2% hits; in the data active means inhibition above about 50%
TROY NFkB inh: TROY signaling inhibition | Q293 LMP1-TROYcd NF-kB luciferase reporter, 4 h | inhibition, % at 10 µM | 360,000 compounds, 0.98% hits;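 active means compounds whose plate-normalised and pattern-corrected inhibition of the luciferase reporter signal at the single screening dose is 50% or more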
LRH-1 inv ag: NR5A2 inverse agonism in reporter assay; O00482; HEK293T StAR-luciferase reporter, LRH-1 transfected, 24 h; inhibition, % at 3.6 µM; 360,000 compounds, 0.13% hits;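 active means inhibition above the mean inhibition of all tested compounds plus 3 SD, cut at about 73% in these data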;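 further: 0% = DMSO wells and 100% = reporter-only cells lacking LRH-1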
LMP1 NFkB inh: Epstein-Barr LMP1 NF-kappaB reporter inhibition | LMP1-induced NF-kappaB luciferase reporter cells, luminescence | inhibition, % at 12.5 µM | 350,000 compounds, 0.69% hits | AID 504558; in the data active means inhibition above about 41%;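 further: 0% = neutral control wells and 100% = reference inhibitor control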
NR2F2 inh: NR2F2 (human) inhibition, primary screen; P24468; HEK293T NGFI-A luciferase reporter, luminescence; inhibition, % at 8.6 µM; 370,000 compounds, 0.7% hits; AID 686940;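 active means inhibition above a per-plate cutoff, mean inhibition of test wells between control levels plus 3 SD, cut at about 38% in these data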;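 further: cells cotransfected with COUP-TFII expression vector driving the NGFI-A reporter; 0% = median of COUP-TF2 test wells and 100% = reporter-only cells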
SRC1 inh: inhibitors of human steroid receptor coactivator 1 (SRC1). AID 588354. inhibition, % at 3.6 µM. HEK293 GAL4-SRC1 luciferase reporter, luminescence. 360,000 compounds, 0.12% hits;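 active means inhibition above the campaign mean plus 3 SD, with each screening campaign given its own cutoff, cut at about 60% in these data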;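 further: 0% = DMSO treated cells and 100% = gossypol at 36 µM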
Target sequence (Q15788 whole entry, looked up, the tested form may be a part): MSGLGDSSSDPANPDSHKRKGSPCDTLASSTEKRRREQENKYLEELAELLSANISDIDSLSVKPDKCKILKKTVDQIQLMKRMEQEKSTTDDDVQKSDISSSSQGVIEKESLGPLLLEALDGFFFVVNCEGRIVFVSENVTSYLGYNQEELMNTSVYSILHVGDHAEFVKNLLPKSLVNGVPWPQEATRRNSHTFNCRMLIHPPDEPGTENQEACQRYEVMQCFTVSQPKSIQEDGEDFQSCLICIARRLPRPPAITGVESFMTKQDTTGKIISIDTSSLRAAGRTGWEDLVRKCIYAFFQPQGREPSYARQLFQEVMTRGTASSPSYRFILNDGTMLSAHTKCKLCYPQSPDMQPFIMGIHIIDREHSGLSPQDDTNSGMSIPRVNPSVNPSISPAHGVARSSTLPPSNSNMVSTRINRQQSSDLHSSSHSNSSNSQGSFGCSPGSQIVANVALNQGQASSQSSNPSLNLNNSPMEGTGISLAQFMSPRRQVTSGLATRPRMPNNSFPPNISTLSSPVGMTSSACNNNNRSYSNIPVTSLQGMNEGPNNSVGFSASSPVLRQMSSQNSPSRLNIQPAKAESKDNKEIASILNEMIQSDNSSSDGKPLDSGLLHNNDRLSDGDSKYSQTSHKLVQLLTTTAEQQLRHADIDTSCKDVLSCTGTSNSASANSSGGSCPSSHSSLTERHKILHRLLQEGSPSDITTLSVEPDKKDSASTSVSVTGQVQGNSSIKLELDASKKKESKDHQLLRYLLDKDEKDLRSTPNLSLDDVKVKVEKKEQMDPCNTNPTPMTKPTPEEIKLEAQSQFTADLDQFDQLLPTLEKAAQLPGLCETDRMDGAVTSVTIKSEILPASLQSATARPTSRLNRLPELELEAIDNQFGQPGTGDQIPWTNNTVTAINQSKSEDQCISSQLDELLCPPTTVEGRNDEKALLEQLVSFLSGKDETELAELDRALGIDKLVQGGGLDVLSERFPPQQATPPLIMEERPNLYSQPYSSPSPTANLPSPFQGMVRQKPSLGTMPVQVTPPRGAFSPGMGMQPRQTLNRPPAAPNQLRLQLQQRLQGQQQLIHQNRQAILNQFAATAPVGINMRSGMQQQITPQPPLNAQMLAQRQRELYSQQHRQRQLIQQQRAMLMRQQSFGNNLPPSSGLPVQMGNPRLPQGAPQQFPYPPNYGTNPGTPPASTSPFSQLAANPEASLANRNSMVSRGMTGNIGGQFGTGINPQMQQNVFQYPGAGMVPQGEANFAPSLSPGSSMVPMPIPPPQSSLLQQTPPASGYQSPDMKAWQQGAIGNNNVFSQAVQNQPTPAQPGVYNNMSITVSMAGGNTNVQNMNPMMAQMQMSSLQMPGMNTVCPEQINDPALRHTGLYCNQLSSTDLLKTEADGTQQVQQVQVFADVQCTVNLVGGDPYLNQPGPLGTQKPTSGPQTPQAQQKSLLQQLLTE
CF NFkB inh: cystic fibrosis NF-kB activation inhibition. KKLEB NF-kB-GFP reporter, PAF-induced, GFP fluorescence overnight. inhibition, % at 5 µM. 360,000 compounds, 0.86% hits;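 active means at least 50% inhibition at 5 µM, scaled per plate between neutral and stimulator controls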;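 further: PAF is a Pseudomonas aeruginosa culture filtrate used as stimulus; plate controls were PAF-stimulated DMSO wells for no effect and unstimulated DMSO wells for full effect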
C8 TRAIL sens: sensitizes caspase-8 expressing cells to TRAIL; 360,000 compounds, 1% hits; inhibition (viability loss, TRAIL sensitization), % at 10 µM; NB7+C8 cells + TRAIL, ATPlite viability luminescence;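 active means compounds causing at least 50% loss of cell viability in the single-dose screen, relative to plate controls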
KKLEB tox: reduces viability of KKLEB cystic fibrosis airway cells | 360,000 compounds, 0.36% hits | AID 602141 | activity change (cytotoxicity), % at 5 µM | KKLEB CF airway cells viability, ATPlite luminescence, overnight; hits give low values; cells stimulated with P. aeruginosa culture filtrate;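 active means corrected activity change at or below -50% at 5 µM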
SRC3 inh: human NCOA3 inhibition | Q9Y6Q9 | HEK293 GAL4-SRC3 luciferase reporter, luminescence | inhibition, % at 3.6 µM | 360,000 compounds, 0.17% hits | AID 588352;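 active means inhibition above a per-campaign cutoff, the mean of all compounds plus 3 SD, cut at about 60% in these data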;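 further: 0% = DMSO-treated cells and 100% = gossypol-treated cells at 36 µM; higher means less SRC3-driven luciferase light from the GAL4 reporter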
* = called active by the depositor; · = no result given; & = joins results of further samples. The list is partial; rates above refer to the full screens.

SMILES	Shn3 inh set2	TWEAK-Fn14 inh	TROY NFkB inh	LRH-1 inv ag	LMP1 NFkB inh	NR2F2 inh	SRC1 inh	CF NFkB inh	C8 TRAIL sens	KKLEB tox	SRC3 inh
O=C(COc1ccccc1)N1CCN(CC(O)COc2ccccc2)CC1 (stereo not drawn)	-7	-18	-8	-8	1	-11	0	-5	-30	-6	7
COCCN1Cc2cc(=O)n3c([nH]c4ccccc43)c2C1=N	-59	-12	2	-39	-5	1	-34	-16	1	10	-17
COc1cc2c3c(c1OC)-c1cc(O)ccc1CC3NCC2 (stereo not drawn)	0	-9	8	-8	-2	4	-1	0	-3	3	8
O=C1NCN(c2ccccc2)C12CCN(C(CCc1ccccc1)c1nnnn1-c1ccc3c(c1)OCCO3)CC2 (stereo not drawn)	8	30	13	12	·	-2	16	34	6	-1	13
CN1CCN(Cc2nc3ccccc3n2C)CC1	2	9	14	-12	0	21	-16	-5	-19	17	-10
COP(=O)(OC)/C(C=O)=N/Nc1ccc([N+](=O)[O-])cc1	5	-6	-28	21	-3	-19	10	-5	-3	4	1
COc1ccc(OC)c(N2C(=O)NC(=O)C(CCc3ccncc3)(CCc3ccncc3)C2=O)c1	4	19	-4	9	-13	2	18	6	-15	2	17
CC12CCC3c4ccc(OP(=O)(N5CC5)N5CC5)cc4CCC3C1CCC2=O (stereo not drawn)	11	-7	-1	-2	5	-6	-51	-13	-2	24	-13
C=CCOC(=O)N1Cc2ccccc2-n2nncc2C1	-6	-2	-18	-11	-1	7	1	-22	0	7	-29
O=C1NC(=O)C(=Cc2ccccc2Oc2ccc(F)cc2)C(=O)N1	5	-5	-38	9	-2	3	-17	16	8	-12	19
CCC(C)(C)c1ccc(O)cc1	8	0	-4	-14	3	-9	-6	-21	2	-2	10
CC12CCC(=O)C=C1CC(O)C1C2CCC2(C)C1CCC2(C)O (stereo not drawn)	18	25	-1	5	-2	-9	-3	1	-17	3	4
CC(=O)O[C@H]1CC[C@]2(C)C3CC[C@@]4(C)C(C[C@@H](O)[C@@H]4O)C3[C@@H](OC(C)=O)C[C@H]2C1 (stereo partly drawn)	1	-25	3	14	2	9	-1	-32	3	2	6
COc1ccc(C(=O)C2(C)N(O)C(C)C(c3cccs3)=[N+]2[O-])cc1 (stereo not drawn)	7	14	13	-9	-5	7	-25	4	6	-12	12
COC(=O)C1=C(c2cc3ccccc3s2)C[C@@H]2CC[C@H]1N2C(=O)NC1CC1	23	-16	-2	10	12	3	8	2	-9	-5	7
N#CCCCCC#N	-17	19	-13	-25	4	-7	-10	-13	6	7	8
CN1C2CCC1CC(OC(=O)c1ccc(Cl)cc1)(C(=O)O)C2 (stereo not drawn)	7	-22	-9	14	2	2	0	2	10	0	17
C[C@]12CCC(=O)C=C1CCC1C2CC[C@@]2(C)C1CC[C@@H]2O (stereo partly drawn)	2	-18	6	14	-5	13	4	22	-4	-16	-6
O=C(NC(Oc1ccccc1)C(Cl)(Cl)Cl)c1ccccc1 (stereo not drawn)	-8	2	7	-20	-1	12	-1	5	-14	1	1
Nc1cccc2c1Cc1cc([N+](=O)[O-])ccc1-2	-9	-36	-45	-40	0	-14	-25	-70	1	16	-31
O=C1NC(=O)C(CCc2ccccn2)(Cc2ccc3c(c2)OCO3)C(=O)N1CCc1ccccc1 (stereo not drawn)	9	19	14	-3	11	1	2	8	-3	5	-12
CCCc1nc2ccccc2c(=O)n1-c1ccccc1OC	21	13	0	3	-4	3	-55	3	-11	-8	13
CCCCCC[N+](=O)[O-]	-4	5	-5	6	-3	9	-1	-8	5	0	3
O=c1oc2ccccc2c(O)c1C(c1ccc([N+](=O)[O-])cc1)c1c(O)c2ccccc2oc1=O	15	3	18	12	10	-13	11	-12	19	2	18
CN1CCN(c2ccc([N+](=O)[O-])c(SCCO)c2)CC1	1	18	11	10	1	-6	6	15	15	1	21
O=c1[nH]sc2cc(F)ccc12	64	1	-22	18	-2	7	-25	-18	-4	3	-11
CCCC12CN3CCN(CC(C3)/C1=N\NC(=O)c1ccncc1)C2	-26	-7	13	6	0	4	-39	-18	-8	12	20
COc1ccc(CN2CCCCC2c2cccnc2)cc1C (stereo not drawn)	7	8	-18	-16	0	-17	3	-15	-6	8	17
COCCO[C@H]1CCC2C3CC=C4C[C@@H](O)CC[C@]4(C)C3CC[C@@]21C (stereo partly drawn)	15	3	11	-1	3	-1	-16	-9	-16	9	11
CC(=NCC1CCCO1)c1c(O)n(-c2ccccc2C)c(=O)[nH]c1=O (stereo not drawn)	-4	-3	12	16	1	4	9	6	-11	-24	14
Cc1ccsc1C(=O)C1CCCN(Cc2sc(N(C)C)nc2Cl)C1 (stereo not drawn)	2	17	30	4	4	10	-32	1	-1	1	6
COc1ccc(C(O)(c2ccccc2)c2ccncc2)cc1 (stereo not drawn)	-2	-12	3	-40	-12	9	-7	8	-8	-7	8
Cn1cc(C(=O)OCC(=O)NC2(C#N)CCCC2)c2ccccc21	-30	-4	13	0	1	-16	-15	-2	-20	-7	10
CCCC[N+]12CCC(CC1)C(Cc1ccccc1)C2 (stereo not drawn)	-17	-2	0	-13	·	-14	1	4	9	-7	26
CCCCCCn1c(=O)c(C(=O)Nc2ncccc2C)c(O)c2ccccc21	44	9	32	8	6	0	-2	36	-3	-8	1
CCn1cc(CN2CCCC(C(=O)c3cccc(C(F)(F)F)c3)C2)cn1 (stereo not drawn)	9	14	10	-13	·	9	1	-13	2	14	-3
COc1cc(/C=N/NC(=O)Cn2c([N+](=O)[O-])cnc2C)ccc1OC(=O)N(C)C	-22	10	1	-4	-23	11	5	8	18	-8	16
Cc1ccc(-n2c(O)c(C=NCc3ccco3)c(=O)[nH]c2=S)cc1C	10	-2	5	-8	3	6	-7	-1	-2	0	7
O=c1c2ccccc2[nH]c(=S)n1-c1ccc2c(c1)OCO2	-5	-3	-9	-2	9	-5	3	-18	27	6	1
CC(c1ccccc1)[n+]1ccccc1 (stereo not drawn)	-14	-1	3	9	6	15	-14	18	-14	0	0
CC(C)N(CCC(C(N)=O)(c1ccccc1)c1ccccn1)C(C)C (stereo not drawn)	-15&7	-9&-4	2&10	-2&10	-1&-6	19&0	-13&3	14&3	-4&-8	16&-37	-20&9
CN1C(=O)/C(=C/C=C/c2ccco2)C(=O)NC1=S	1	20	14	-5	-29	7	-18	15	0	-4	-22
CCCC[n+]1cc(/N=C(\[O-])OC)on1	2	-2	-6	0	8	-11	10	-2	6	3	-6
COc1ccc(-c2cc(=O)c3c(OC)c(OC)c(OC)cc3o2)cc1	-29	-5	17	14	-1	5	-10	-11	-1	13	5
CCOC(=O)[C@]12Cc3cc(C)ccc3[C@H]1N(Cc1ccccc1)C(=O)c1ccccc12	7	21	-3	7	-16	6	10	-24	12	15	-2
O=c1[nH]c(N2CCN(Cc3ccc4c(c3)OCO4)CC2)nc2c1CCC2	8	15	-8	17	1	-4	-25	8	7	-7	16
N#CC(=C(O)c1ccc(S(=O)(=O)N(CCCl)CCCl)cc1)c1nc2ccccc2[nH]1	-11	-10	-19	18	5	4	-19	-16	11	8	-33
CN1C(=O)N(C)C(=O)C2(Sc3ccccc3C2=O)C1=O	-18	21	1	4	-3	-44	-14	-3	-13	1	17
CS(=O)(=O)NNP(=O)(NNS(C)(=O)=O)NC(=O)c1ccccc1	4	-7	8	-34	-2	-4	-1	-13	-7	9	5
CC1(C)CN2C(c3ccc(Cl)cc3)N2C1 (stereo not drawn)	14	-4	24	-8	-5	15	3	9	-8	0	11
O=C1NC(=O)N(Cc2ccccc2)C(=O)/C1=C\C=C\c1ccco1	-9	11	-7	-9	-38	-3	5	74*	-2	-51*	-8
CCOc1ccc(-n2c(-c3ccoc3)nc3ccccc3c2=O)cc1	0	7	2	3	-3	6	13	8	-12	2	11
CN1CC(Br)C(=O)NC1=O (stereo not drawn)	-29	-1	-11	-3	3	5	-16	23	14	-7	-9
O=C(Cc1ccc([N+](=O)[O-])cc1)N1CCN(Cc2ccc3c(c2)OCO3)CC1	14	-11	13	14	·	-7	1	3	17	-7	2
O=C1NC(=O)C(=Cc2ccccc2[N+](=O)[O-])C(=O)N1	-13	12	8	-15	-3	-14	-1	3	-16	2	2
Cc1cc(N(CCCl)CCCl)ccc1C=Cc1ccncn1	4	-25	-16	-45	16	-6	-3	10	-5	-18	-20
O=C(c1ccccc1F)c1cn(Cc2ccc(F)cc2)c2ccccc12	18	18	24	16	-2	-4	-14	22	5	-8	9
C/C(=N\NP(=S)(c1ccccc1)c1ccccc1)c1ccc(O)cc1O	-11	42	-14	-18	-5	-7	9	10	15	-3	9
Cc1cc(OCC(=O)N2CCC(C(=O)O)CC2)c2c3c(c(=O)oc2c1)CCCC3	10	1	0	17	-10	19	-10	-6	1	-1	1
Cc1cc(O)c(CN2CC=C(c3ccccc3)CC2)cc1C(C)C	8	3	0	2	1	8	-6	8	3	8	3
Next results
SMILES	Shn3 inh set2	TWEAK-Fn14 inh	TROY NFkB inh	LRH-1 inv ag	LMP1 NFkB inh	NR2F2 inh	SRC1 inh	CF NFkB inh	C8 TRAIL sens	KKLEB tox	SRC3 inh
Fc1ccc2c(c1)nnn2C1CCN(Cc2c(Cl)cccc2Cl)CC1	14	0	-10	2	-10	5	-7	14	-16	-14	2
O=C(NC1(C(F)(F)F)Oc2ccccc2O1)N1CCC2(CC1)OCCO2	11	9	-1	6	-1	-22	-30	-8	23	-10	-16
OC(c1ccccc1)(c1ccccc1)C1CCNCC1	-9	3	-2	-8	4	-14	-8	-24	-6	3	18
C=C1C(=O)OC2C1CCC(C)C1(O)C=CC(=O)C21C (stereo not drawn)	63	66*	-17	-51	-74	-5	-54	50	39	-14	-14
COc1ccc2c(c1)CC1(CN2C)C(=O)NC(=O)N(c2ccc(C)cc2)C1=O (stereo not drawn)	12	7	-4	23	-9	-13	-1	1	-11	-1	1
CCOc1ccc(C(C)=O)cc1Cn1ccsc1=N	23	-4	-11	0	8	8	-15	-4	-3	-20	-2
CC(C)C(=O)c1cn(Cc2ccc(C#N)cc2)c2ccccc12	-5	-42	-18	24	-9	-1	-34	-29	0	2	3

No new results follow: entries from further up.
SMILES	Shn3 inh set2	TWEAK-Fn14 inh	TROY NFkB inh	LRH-1 inv ag	LMP1 NFkB inh	NR2F2 inh	SRC1 inh	CF NFkB inh	C8 TRAIL sens	KKLEB tox	SRC3 inh
COc1ccc(C(=O)C2(C)N(O)C(C)C(c3cccs3)=[N+]2[O-])cc1 (stereo not drawn)	7	14	13	-9	-5	7	-25	4	6	-12	12
COC(=O)C1=C(c2cc3ccccc3s2)C[C@@H]2CC[C@H]1N2C(=O)NC1CC1	23	-16	-2	10	12	3	8	2	-9	-5	7
N#CCCCCC#N	-17	19	-13	-25	4	-7	-10	-13	6	7	8
CN1C2CCC1CC(OC(=O)c1ccc(Cl)cc1)(C(=O)O)C2 (stereo not drawn)	7	-22	-9	14	2	2	0	2	10	0	17
C[C@]12CCC(=O)C=C1CCC1C2CC[C@@]2(C)C1CC[C@@H]2O (stereo partly drawn)	2	-18	6	14	-5	13	4	22	-4	-16	-6
O=C(NC(Oc1ccccc1)C(Cl)(Cl)Cl)c1ccccc1 (stereo not drawn)	-8	2	7	-20	-1	12	-1	5	-14	1	1

From PubChem BioAssay
